From PubChem
dFosB act: enhances mouse delta FosB homodimer DNA binding. purified delta FosB, TAMRA-CDK5 oligo fluorescence polarization; percent of positive-control signal above neutral wells. P13346. hit rate 0.99% among 340,000. activation, % at 25 µM;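 active = mean activation above about 17%, with every replicate also reaching it, limit read from the data, passing the limit was not always enough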;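 note: fluorescence polarization rise as delta FosB binds a TAMRA Cdk5 AP-1 oligo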
NSD2 HMT inh: blocks human histone methyltransferase NSD2. O96028. NSD2 peptide methylation, AlphaScreen, 120 min. inhibition, % at 12.5 µM. hit rate 0.54% among 310,000. AID 743445; in the data active = inhibition above about 50%
CDK5 inh: inhibitors of human CDK5/p35 kinase; Recombinant CDK5/p35, ADP-Glo luminescence, 60 min; Q00535+Q15078; hit rate 0.01% among 330,000; inhibition, % at 10 µM;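 active = highest replicate inhibition of at least 50% and at least 75% of replicates reaching 50%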;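 note: plate controls were DMSO neutral control for no effect and GW8510 at 10 µM for full effect; many of its hits are not listed in these tables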
RTF Ca sens act: cardiac RTF calcium sensitization | P19429+P45379 | IANBD-labeled TnC RTF fluorescence at EC20 calcium; 0% EC20 calcium, 100% full calcium | activation, % at 7.2 µM | hit rate 0.24% among 340,000 | AID 493008;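 active = activation above the mean over all tested compounds plus 3 SD, cut at about 30% in these data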;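 note: rise in fluorescence read as greater calcium sensitivity of cardiac thin filaments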
RTF Ca sens inh: cardiac RTF calcium desensitization; hit rate 0.12% among 340,000; P19429+P45379; IANBD-labeled cardiac RTF, Ca2+ fluorescence; inhibition, % at 7.15 µM; AID 493244;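 active = inhibition above the mean inhibition of all tested compounds plus 3 SD, cut at about 17% in these data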;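 note: assay run at fixed EC70 calcium of 1.6 mM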
PvdQ inh: blocks Pseudomonas aeruginosa PvdQ acylase activity; inhibition, % at 10 µM; purified PvdQ acylase, fluorescence plate reader; hit rate 0.063% among 340,000; AID 488965; in the data active = inhibition above about 30%, passing the limit was not always enough;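 note: 0% = vehicle neutral wells and 100% = reference inhibitor wells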
LANA DNA inh: blocks KSHV LANA C-terminal domain binding to DNA; hit rate 0.078% among 340,000; MBP-C-LANA/FAM-LBS DNA binding, fluorescence polarization; inhibition, % at 9 µM; AID 504423;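 active = highest replicate inhibition at or above 60% at 9 µM, even if other replicates fall short; inactive = all replicates below 60% inhibition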;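 note: 0% = neutral control wells and 100% = 4 µM acridine orange control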
SUMO Mot1 rescue: blocks SUMOylation pathway, rescuing yeast Mot1-301 growth | growth rescue, % at 18.8 µM | S. cerevisiae Mot1-301 growth rescue, ATP luminescence, 38.5C; percent above DMSO median, 100 means doubled | AID 2716 | hit rate 1% among 320,000;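 active = every valid replicate shows activation above 250% relative to neutral control wells; inactive = the rest, any valid replicate at or below 250%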;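 note: OY570 slx delta 5 strain wells were the positive control but not used for scaling; some compounds called inactive have numbers as strong as hits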
Rtt109 Vps75: inhibitors of Candida albicans Rtt109/Vps75 histone acetyltransferase | Q5AAJ8 | purified Rtt109/Vps75, ThioGlo CoA-SH fluorescence, 4 h | inhibition, % at 34.9 µM | hit rate 0.16% among 330,000;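 active = inhibition of at least 50% in every replicate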
PfHsp90 yeast 2: inhibits growth of yeast expressing Plasmodium falciparum Hsp90; hit rate 0.32% among 310,000; inhibition, % at 9.4 µM; S. cerevisiae expressing PfHsp90, BacTiter-Glo ATP, 48 h; yeast lacking PDR1 and PDR3 efflux regulators;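 active = every replicate shows inhibition above about 80%, whatever the replicate mean, limit read from the data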;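 note: 0% = DMSO neutral controls and 100% = 20 µM radicicol positive controls; yeast relying on Plasmodium falciparum Hsp90 in place of its own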
Keap1-Nrf2 PPI: disrupts human Keap1 binding to Nrf2 peptide; Keap1 Kelch-Nrf2 peptide fluorescence polarization, 1536-well; inhibition, % at 9.4 µM; hit rate 0.15% among 340,000; in the data active = inhibition above about 12%;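 note: human Keap1 Kelch domain with fluorescein labeled Nrf2 9mer peptide probe; 0% = neutral control wells and 100% = peptide positive control; higher means more block of Keap1 binding to Nrf2 peptide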
An asterisk follows results filed as active; · = no result given.

SMILES | dFosB act | NSD2 HMT inh | CDK5 inh | RTF Ca sens act | RTF Ca sens inh | PvdQ inh | LANA DNA inh | SUMO Mot1 rescue | Rtt109 Vps75 | PfHsp90 yeast 2 | Keap1-Nrf2 PPI
NC(=NCc1ccc2c(c1)OCO2)NC(=O)c1ccccc1 | -11 | 88* | -2.3 | -7 | 1 | -8 | -0.1 | · | 2 | -8 | -1
Cc1cc(C)n(/N=C/c2c[nH]c3ccccc23)c(=O)c1 | -4 | 2 | 0.1 | -3 | -9 | 6 | -0.8 | -2 | -2 | 0 | 0
O=C(Nc1ccccc1F)c1ccc(CSc2ccccc2)o1 | -7 | -3 | -0.8 | 3 | -13 | -8 | 0.3 | -10 | 3 | -8 | -3
CNc1ccc(C2(O)C(=O)c3ccccc3C2=O)cc1 | -3 | 0 | -0.3 | -2 | 9 | -3 | -0.4 | 8 | · | 19 | 0
CN(C)S(=O)(=O)c1ccc2c(c1)nc1n2CCC1 | 6 | -3 | -0.2 | -3 | -5 | -1 | -1.6 | -7 | -2 | -5 | -2
Cc1ccccc1C(=O)N(Cc1cccs1)C1CCS(=O)(=O)C1 (centres undefined) | -2 | -8 | 2.8 | 2 | -1 | -10 | 1.4 | 5 | 1 | -21 | 2
Nc1nc(Cl)cc(Nc2ccccc2Cl)n1 | -3 | 20 | 0.7 | 1 | -13 | -2 | -1.3 | -13 | -4 | -1 | -3
CCCCN(CC)C(=O)c1ccc(Cl)cc1 | 5 | -12 | 1.0 | -6 | -1 | -5 | 0.0 | -2 | 0 | 6 | 5
Cc1ccc(S(=O)(=O)N2CCN(C(=O)N3CCOCC3)C2C)cc1 (centres undefined) | -2 | 2 | -1.5 | 2 | -1 | -7 | 1.1 | 27 | 15 | · | -1
COCCCNc1ncnc2ccc(C)cc12 | -6 | -1 | 1.2 | 1 | -12 | -9 | 0.2 | 15 | -6 | 2 | -3
COn1c(SCc2ccc(Cl)cc2)nc2ccccc2c1=O | 4 | -1 | -0.7 | -6 | 3 | -23 | -1.0 | 190 | -5 | -21 | -5
CCC(=O)N1CCc2cc(S(=O)(=O)NC(C(=O)N3CCN(c4ccc(F)cc4)CC3)C(C)C)ccc21 (centres undefined) | -10 | 2 | 0.7 | 1 | -1 | -14 | -0.8 | -1 | -2 | 16 | -3
Cc1csc(=O)n1CCC(=O)NCc1ccc(F)cc1 | -2 | · | -6.1 | 2 | -9 | 2 | 0.6 | -4 | -1 | -23 | -6
CCOC(=O)c1cnc2cc(C)nn2c1-c1ccccc1 | 3 | -10 | 1.0 | 4 | -20 | -18 | 1.4 | -8 | 1 | 62 | 1
C=CCn1c(SCC(=O)NC2CCCCC2)nnc1-c1ccc(OC)cc1 | -4 | -1 | 2.3 | -3 | -6 | -15 | 0.1 | -18 | 2 | -10 | -2
COc1cccc(C(=O)NCCSCc2c(F)cccc2Cl)c1 | -4 | -2 | -1.2 | 2 | 2 | -20 | 2.2 | 21 | -6 | -26 | -5
CC1CCCC(C)N1S(=O)(=O)c1ccc(S(=O)(=O)NCc2ccccc2)cc1 (centres undefined) | 8 | · | 1.3 | -5 | -3 | -1 | -0.5 | 0 | -4 | -2 | -1
Cc1ccc(NC(=O)CN2C(=O)NC3(CCc4ccccc43)C2=O)cc1 (centres undefined) | 3 | -1 | -3.0 | -4 | 4 | 15 | 1.5 | 22 | -2 | 3 | -2
O=Cc1cn(CC(=O)Nc2ccc(F)cc2)c2ccccc12 | 13 | 0 | 1.9 | -4 | 1 | -9 | -0.6 | 17 | -3 | -10 | 4
CN(C)CCNc1ncnc2c1sc1nc(N3CCOCC3)c3c(c12)CC(C)(C)SC3 | -32 | 9 | -0.9 | 4 | -3 | -12 | -2.3 | 106 | -1 | 30 | -1
COc1ccccc1NC(=O)CSCc1ccc([N+](=O)[O-])cc1 | -2 | 2 | -0.8 | -8 | -9 | -10 | -1.0 | -18 | · | 15 | 4
Cn1cnnc1SCC(=O)Nc1ccc(S(=O)(=O)N2CCOCC2)cc1 | -3 | 13 | 0.2 | -2 | -17 | -21 | 0.3 | 6 | -1 | -10 | 1
Cc1ccc(S(=O)(=O)N2CCOCC2)cc1NC(=O)COc1ccc2c(C)cc(=O)oc2c1 | -9 | 4 | -1.0 | 0 | -13 | -2 | -0.6 | 3 | -18 | 15 | 4
Fc1ccc(CSc2nncn2NCc2ccc3c(c2)OCO3)cc1 | -1 | 1 | -0.7 | -5 | 3 | -12 | -1.3 | 6 | -6 | 2 | -5
CCN(CC)CCCN(Cc1cc2cc3c(cc2[nH]c1=O)OCO3)C(=O)Nc1ccccc1OC | -3 | 8 | 0.4 | -4 | 3 | 5 | -0.4 | -5 | 3 | 22 | -4
COc1ccccc1NC(=O)N1C2CCCC1CC(NC(=O)c1ccccc1)C2 (centres undefined) | -13 | 0 | 1.4 | 5 | -11 | -5 | -0.6 | 92 | -5 | -16 | 0
CCOCCCNC(=O)c1cc(Nc2ccc(OC)cc2OC)nc2ccccc12 | -9 | 0 | -0.4 | 4 | -3 | -12 | 0.3 | -14 | 1 | 17 | -2
CCCc1ccc(-c2cc(C(=O)N3CCN(c4ccccn4)CC3)c3ccccc3n2)cc1 | -7 | -2 | -1.3 | 2 | -5 | -6 | 0.2 | 13 | -14 | -11 | -5
COc1ccc(-c2oc3ccc(-c4cc(OC)c(OC)c(OC)c4)cc3c2C(=O)c2ccc(OC)nc2)cc1 | 0 | · | 2.4 | -2 | -3 | -13 | -2.3 | 813* | -7 | -4 | -5
CC(C)N(CCc1ccncc1)C(=O)Nc1ccc(F)cc1 | -2 | · | -1.4 | 0 | -10 | -11 | 0.0 | -6 | -11 | -8 | -2
CCOc1nc2cnccc2n(CC(=O)Nc2cccc(C)c2)c1=O | -9 | 14 | -1.5 | 4 | -1 | -13 | -0.2 | 0 | -1 | -19 | -2
O=C(Nc1nc2c(s1)CCCC2)c1ccc2ncsc2c1 | 10 | · | 0.4 | -4 | -6 | -4 | 1.1 | 26 | 32 | -14 | 3
Cn1c(SCc2cc(=O)[nH]c3ccccc23)nnc1-c1ccco1 | -11 | 1 | 1.2 | -1 | 3 | -2 | -0.1 | 0 | -2 | -3 | -21
COc1ccc(/C=N/n2cc(-c3ccc(OC)cc3)nc2N)cc1 | -1 | · | -2.5 | -6 | -1 | 12 | 0.2 | 17 | 1 | -3 | -3
Cc1cccc(COCC(Cc2ccccc2)N2CCN(C(=O)c3ccc(C(F)(F)F)cc3)CCC2=O)c1 (centres undefined) | 3 | · | 2.6 | 3 | -14 | -11 | -0.8 | -22 | 5 | 16 | -5
O=C(Nc1ccncc1)c1ccc(-c2ccccc2)cc1 | 2 | -6 | -3.7 | 7 | -6 | 9 | -1.1 | 330 | -2 | -15 | 4
N#Cc1cc2c(nc1S(=O)(=O)Cc1ccccc1)CCCC2 | 0 | -2 | -1.3 | 0 | 1 | -1 | -12 | -13 | 7 | -5 | -3
CC1(C)CC2(CC(C)(C)NC(=O)N2)NC(=O)N1 | -4 | -7 | 0.1 | 1 | -3 | -2 | -0.8 | -13 | -8 | 0 | 0
O=S1(=O)CCOC[C@H](CC2CCCCC2)N1Cc1ccc(F)cc1 | -2 | · | -0.1 | -9 | 9 | -1 | 0.1 | -16 | -3 | 7 | 1
CCOC(=O)c1ccccc1NC(=O)C1CCN(c2ncnc3sc(C)c(C)c23)CC1 | -5 | · | 1.4 | -3 | -9 | 4 | -2.5 | -8 | 6 | 6 | 4
Cc1ccc(S(=O)(=O)n2c3ccc(Cl)cc3c3nc(C)sc32)cc1 | -3 | -3 | -0.8 | -1 | -2 | -11 | -0.5 | · | -6 | · | -4
Clc1cc(Cl)c(Cl)cc1Cl | -1 | · | -0.5 | -1 | 5 | -4 | -0.7 | 83 | -13 | · | -4
O=C(COC(=O)c1ccc(O)cc1O)c1ccc2c(c1)OCCO2 | -10 | 2 | 0.1 | -4 | -4 | -7 | 0.7 | 11 | -7 | · | -1
COc1ccccc1OCC(=O)Nc1ccc2c(c1)n(C)c(=O)n2C | 4 | 5 | -2.6 | 5 | -4 | -13 | 0.1 | 1 | -3 | 7 | -2
[O-][n+]1c2c(nn1-c1ccc(Cl)c(Cl)c1)-c1nonc1CC2 | -1 | -1 | 0.9 | -1 | -7 | -5 | -1.3 | 16 | -3 | 1 | -3
CC(=O)Nc1cc(C(C)(C)C)c(O)c(C(C)(C)C)c1 | 2 | -2 | 0.3 | -11 | -3 | -15 | 1.1 | 5 | 3 | 19 | -4
CC1CN(Cc2ccccc2)C(=O)N(c2ccccc2)C1=O (centres undefined) | -2 | -1 | -1.5 | -2 | 3 | -2 | 0.4 | · | -8 | · | 7
Cc1nn(C)c(=O)n1-c1ccc(Oc2ccccc2)cc1 | -1 | -2 | 0.3 | 0 | -8 | -9 | 0.3 | -10 | 0 | · | 2
O=C(COC(=O)c1cccc(NS(=O)(=O)/C=C/c2ccccc2)c1)Nc1ccccc1OC(F)F | -6 | 4 | -1.0 | 11 | -4 | 8 | 0.9 | 24 | 3 | -10 | 1
CCOC(=O)c1cc(-c2ccccc2)sc1NC(=O)C(C)N1C(=O)NC(C)(c2ccc(Cl)cc2)C1=O (centres undefined) | -13 | 0 | -0.3 | -7 | -3 | -6 | -0.6 | 12 | 1 | -4 | 1
COc1cccc(-c2nnc(SCc3ccc(C#N)cc3)n2Cc2ccco2)c1 | 2 | 1 | 1.1 | -4 | 2 | -4 | 0.1 | -16 | 10 | -19 | -8
C[C@H]1CC[C@@]2(O[C@@H](CCO)C[C@@H](O)[C@@H]2O)O1 | -5 | · | 2.0 | -1 | 11 | 8 | 0.9 | -2 | -1 | -6 | -3

Ordered by SMILES length (largest number first): three of the compounds above
SMILES | dFosB act | NSD2 HMT inh | CDK5 inh | RTF Ca sens act | RTF Ca sens inh | PvdQ inh | LANA DNA inh | SUMO Mot1 rescue | Rtt109 Vps75 | PfHsp90 yeast 2 | Keap1-Nrf2 PPI
CCOC(=O)c1cc(-c2ccccc2)sc1NC(=O)C(C)N1C(=O)NC(C)(c2ccc(Cl)cc2)C1=O (centres undefined) | -13 | 0 | -0.3 | -7 | -3 | -6 | -0.6 | 12 | 1 | -4 | 1
CC1CN(Cc2ccccc2)C(=O)N(c2ccccc2)C1=O (centres undefined) | -2 | -1 | -1.5 | -2 | 3 | -2 | 0.4 | · | -8 | · | 7
Cc1nn(C)c(=O)n1-c1ccc(Oc2ccccc2)cc1 | -1 | -2 | 0.3 | 0 | -8 | -9 | 0.3 | -10 | 0 | · | 2

Limited to NSD2 HMT inh, RTF Ca sens inh and dFosB act, for some of the entries so far:
SMILES	NSD2 HMT inh	RTF Ca sens inh	dFosB act
O=C(Nc1nc2c(s1)CCCC2)c1ccc2ncsc2c1	·	-6	10
Cn1c(SCc2cc(=O)[nH]c3ccccc23)nnc1-c1ccco1	1	3	-11
